Screening results as filed in PubChem.
L3MBTL1 block = inhibitors of human L3MBTL1; Potency, µM (series often up to 57.1 µM), inactives show top-dose activity, negative = inhibition, actives largely listed as inhibitors; AID 485360; 230,000 compounds, 0.66% hits; Q9Y468; AlphaScreen L3MBTL1–H3K9me1 peptide binding; note: nearly all actives have a fitted effect of over 60% in size
Target sequence (Q9Y468 whole entry, looked up): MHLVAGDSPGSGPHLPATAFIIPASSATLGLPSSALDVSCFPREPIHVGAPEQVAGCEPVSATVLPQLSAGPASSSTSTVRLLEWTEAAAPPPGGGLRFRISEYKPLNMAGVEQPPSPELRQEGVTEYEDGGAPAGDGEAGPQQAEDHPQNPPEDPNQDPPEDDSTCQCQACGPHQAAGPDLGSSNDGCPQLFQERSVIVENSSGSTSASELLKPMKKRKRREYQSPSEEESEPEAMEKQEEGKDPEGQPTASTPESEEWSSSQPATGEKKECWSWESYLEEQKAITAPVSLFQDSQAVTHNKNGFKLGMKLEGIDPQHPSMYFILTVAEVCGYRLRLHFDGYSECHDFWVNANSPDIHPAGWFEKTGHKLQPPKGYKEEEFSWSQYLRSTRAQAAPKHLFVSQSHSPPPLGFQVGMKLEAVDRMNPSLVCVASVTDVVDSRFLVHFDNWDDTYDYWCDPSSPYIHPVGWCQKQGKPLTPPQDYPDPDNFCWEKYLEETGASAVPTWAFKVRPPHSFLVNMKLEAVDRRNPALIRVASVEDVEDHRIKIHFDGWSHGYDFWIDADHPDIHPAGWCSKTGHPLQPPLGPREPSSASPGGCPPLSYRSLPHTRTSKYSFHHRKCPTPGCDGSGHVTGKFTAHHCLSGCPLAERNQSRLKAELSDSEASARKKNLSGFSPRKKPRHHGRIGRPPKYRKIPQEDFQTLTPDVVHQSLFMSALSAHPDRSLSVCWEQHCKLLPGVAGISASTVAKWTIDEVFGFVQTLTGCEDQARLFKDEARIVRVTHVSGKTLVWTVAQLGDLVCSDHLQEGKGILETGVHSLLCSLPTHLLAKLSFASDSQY
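AlphaScreen assay: L3MBTL1 (50 nM final) was preincubated 30 min at room temperature with biotinylated H3(1-15)K9me1 peptide (75 nM final), then 30 min with library compounds; streptavidin donor and nickel chelate acceptor beads (10 ug/mL final) added, 30 min dark.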
GAA glycogen = alters human alpha-glucosidase cleavage of glycogen; 300,000 compounds, 0.38% hits; P10253; recombinant GAA, glycogen substrate, Amplex Red glucose oxidase fluorescence; Potency, µM (doses to about 76.4 µM), inactives show at the highest dose activity change, negative = inhibition, hits mostly inhibitors;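 note: 0% = full enzyme reaction and -100% = no-enzyme basal signal; the screen sought inhibitors and activators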
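Recombinant human enzyme (4 nM); glycogen substrate; 37 C, 40 min, pH 5.0. Readout: coupled glucose oxidase/Amplex Red fluorescence.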
The depositor's hits bear a star; & = joins results of further samples; [ ] = another dose, or the depositor's remark. Calls come from the whole dose curve; as a rule, active = well fitted curve in the direction sought with a large enough effect; inconclusive = small, poorly fitted or top-dose-only effect, or another doubt; inactive = no such curve, though single readings can be large; an effect the other way counts as inactive or inconclusive. Unless noted, % is set by controls: 0 for no effect and ±100 for the full control effect; potency is the fitted concentration of half-maximal effect.

Screening CCOC(=O)c1ccc(NC(=O)c2cc(S(=O)(=O)N3CCOCC3)cn2C)cc1 returned L3MBTL1 block 4% and GAA glycogen -1%[76.3 µM].
For COc1ccc(N2C(=O)c3ccc(C(=O)Nc4ccccc4O)cc3C2=O)cc1 the results were L3MBTL1 block 6% and GAA glycogen -11%[76.3 µM].
O=C(C1CCCCCC1)N1CC[C@@H](N2CCC(O)CC2)[C@H](O)C1 was read as L3MBTL1 block 8% and GAA glycogen 4%[76.3 µM].
`CCCCn1c(Nc2ccc(OC)cc2)nc2ccccc21` gave L3MBTL1 block 1% and GAA glycogen 5%[76.3 µM].
CCOc1cccc(CNc2nnnn2C)c1 was read as L3MBTL1 block 3% and GAA glycogen 4%[76.3 µM].
For COC(=O)C1=C(C)N(Cc2ccccc2)C(=NCC(C)C)N[C@H]1c1cccc(F)c1 the results were L3MBTL1 block 0% and GAA glycogen -14%[76.3 µM].
For CCNS(=O)(=O)c1ccc(CCC(=O)N2CCOCC2)cc1 the results were L3MBTL1 block -1%[2.29 µM] and GAA glycogen 9%[76.3 µM].
CCOc1cc(C(=O)NN2CCOCC2)cc(OCC)c1OCC was read as L3MBTL1 block 1%[2.29 µM] and GAA glycogen 14%[76.3 µM].
For O=C1Nc2ccc(S(=O)(=O)N(CCO)CCO)c3cccc1c23 the results were L3MBTL1 block -1% and GAA glycogen -3%[76.3 µM].
CC(C)c1ccc(/C=C/C(=O)N2CCOCC2)cc1 was read as L3MBTL1 block 7% and GAA glycogen 13%[76.3 µM].
Screening COc1cc(OC)c(C2=NOC(C(=O)NCc3cccnc3)C2)cc1Cl (stereo unspecified) returned L3MBTL1 block -1% and GAA glycogen 16%[76.3 µM].
`O=C1NC(c2ccc(Cl)cc2)Oc2ccccc21` (stereo unspecified) gave L3MBTL1 block 8% and GAA glycogen 6%[76.3 µM].
Cn1cc(/C=N/NC(=O)c2ccccc2O)c2ccccc21 was read as L3MBTL1 block 3% and GAA glycogen -9%[76.3 µM].
`O=S(=O)(c1ccc(Br)c2ccccc12)N1CCOCC1` gave L3MBTL1 block -5%[2.29 µM] and GAA glycogen 15%[76.3 µM].
For O=S1(=O)CCOCCN1Cc1ccc(Cl)cc1Cl the results were L3MBTL1 block 3% and GAA glycogen 18%[76.3 µM].
Screening Cc1cc(C)c(S(=O)(=O)NC2CC3CCC2C3)c(C)c1 (stereo unspecified) returned L3MBTL1 block 6%[2.29 µM] and GAA glycogen -11%[76.3 µM].
For CN1CCSc2ccc(C(=O)NCc3cccc(Br)c3)cc21 the results were L3MBTL1 block -6% and GAA glycogen -22%[76.3 µM].
`O=C(CSCc1ccccc1)NCCc1ccc(F)cc1` gave L3MBTL1 block -4% and GAA glycogen 12%[76.3 µM].
Screening COc1ccc(CCNC(=O)C2CCCN2C(=O)Nc2ccc(F)cc2)cc1OC (stereo unspecified) returned L3MBTL1 block -4% and GAA glycogen -9%[76.3 µM].
`CCCn1nnnc1NCc1ccccc1C` gave L3MBTL1 block 7% and GAA glycogen 6%[76.3 µM].
O=[N+]([O-])c1cc([N+](=O)[O-])c(Oc2c(F)cc(F)cc2F)cc1NN1CCCCC1 was read as L3MBTL1 block -7% and GAA glycogen -6%[76.3 µM].
For Cc1cc(N)ccc1NC(=O)CN1CCOCC1 the results were L3MBTL1 block -3% and GAA glycogen 2%[76.3 µM].
`NC(=O)C1CCN(C(=O)COc2ccc3c4c(c(=O)oc3c2)CCC4)CC1` gave L3MBTL1 block 2% and GAA glycogen -2%[76.3 µM].
For COc1ccccc1NC(=O)C[n+]1ccccc1C the results were L3MBTL1 block -3% and GAA glycogen -4%[76.3 µM].

Sorted by molecular weight (rising): some entries from above
CCOc1cccc(CNc2nnnn2C)c1 was read as L3MBTL1 block 3% and GAA glycogen 4%[76.3 µM].
Cn1cc(/C=N/NC(=O)c2ccccc2O)c2ccccc21 was read as L3MBTL1 block 3% and GAA glycogen -9%[76.3 µM].
`O=C(CSCc1ccccc1)NCCc1ccc(F)cc1` gave L3MBTL1 block -4% and GAA glycogen 12%[76.3 µM].

Next part
For O=C(Nc1nc2ccc(Br)cc2s1)c1ccco1 the results were L3MBTL1 block 0%[2.29 µM] and GAA glycogen -1%[76.3 µM].
For Cc1ccc(C)c(OC(=O)c2cccnc2)c1 the results were L3MBTL1 block 2% and GAA glycogen 9%[76.3 µM].
`COc1ccc(C2=NS(=O)(=O)N(C)C(C(=O)NCc3ccccn3)=C2)cc1` gave L3MBTL1 block 1% and GAA glycogen 8%[76.3 µM].
For CS(=O)(=O)N1CCc2cc(C(=O)Nc3ccc(COCC(F)(F)F)cc3)ccc21 the results were L3MBTL1 block 2% and GAA glycogen -7%[76.3 µM].
CN(C)CCCNC(=S)N(CCCO)Cc1cc2cc3c(cc2[nH]c1=O)OCO3 was read as L3MBTL1 block -1%[2.29 µM] and GAA glycogen 16%[76.3 µM].
For O=C1c2ccccc2S(=O)(=O)N1Cc1ccccc1[N+](=O)[O-] the results were L3MBTL1 block 4% and GAA glycogen 15%[76.3 µM].
Screening COc1ccc(CNC(=O)Cn2nc([N+](=O)[O-])c(Br)c2C)cc1 returned L3MBTL1 block 3% and GAA glycogen 5%[76.3 µM].
`O=C(Nc1cccc(NC(=O)c2ccc(F)cc2)c1)c1ccc(F)cc1` gave L3MBTL1 block -3% and GAA glycogen -5%[76.3 µM].
For Cc1oc(CSCCSCc2cc(C(=O)O)c(C)o2)cc1C(=O)O the results were L3MBTL1 block 0%[2.29 µM] and GAA glycogen 0%[76.3 µM].
Cc1cc(C)nc(Nc2cccc(Cl)c2)n1 was read as L3MBTL1 block 3% and GAA glycogen -1%[76.3 µM].
CN1CCN(CC(O)COc2ccc(C(=O)O)cc2)CC1 (stereo unspecified) was read as L3MBTL1 block -5% and GAA glycogen 5%[76.3 µM].
`CCOc1cc(CNCc2cccnc2)cc(Br)c1OCC(N)=O` gave L3MBTL1 block 1% and GAA glycogen -14%[76.3 µM].

2 entries picked at random from those above, as already listed:
`O=C(Nc1cccc(NC(=O)c2ccc(F)cc2)c1)c1ccc(F)cc1` gave L3MBTL1 block -3% and GAA glycogen -5%[76.3 µM].
Screening COc1ccc(CNC(=O)Cn2nc([N+](=O)[O-])c(Br)c2C)cc1 returned L3MBTL1 block 3% and GAA glycogen 5%[76.3 µM].

More compounds
Screening COc1ccccc1/C=C/C(=O)NC1CC2CCC1C2 (stereo unspecified) returned L3MBTL1 block -3% and GAA glycogen -17%[15.3 µM].
CCC(=O)Nc1cccc(-c2nc3ncccc3o2)c1C was read as L3MBTL1 block -5% and GAA glycogen -3%[76.3 µM].
Screening CCCOc1ccc(S(=O)(=O)Nc2ccccn2)c2ccccc12 returned L3MBTL1 block -5% and GAA glycogen -17%[76.3 µM].
For O=C(COc1cc2oc(=O)cc(-c3ccccc3)c2cc1Cl)NC(Cc1c[nH]c2ccc(O)cc12)C(=O)O (stereo unspecified) the results were L3MBTL1 block -14% and GAA glycogen inconclusive.
`C/C(=N\Nc1nccnc1Cl)c1ccc(O)c(C)c1` gave L3MBTL1 block -9%[2.29 µM] and GAA glycogen inconclusive.
Screening COC(=O)C1=C(C)N(Cc2ccccc2)C(=NCCc2ccccn2)N[C@H]1c1cccc(F)c1 returned L3MBTL1 block 5% and GAA glycogen 3%&0%[76.3 µM].
`COc1ccc(C2NC(=O)NC(C)=C2C(=O)OC2CCC(C)CC2)cc1` (stereo unspecified) gave L3MBTL1 block -6% and GAA glycogen -14%[76.3 µM].
COC(=O)C1=C(C)N(Cc2ccccc2)C(=NCc2ccccc2)N[C@H]1c1ccccc1 was read as L3MBTL1 block 3% and GAA glycogen -10%[76.3 µM].
`Cc1cccc(NS(=O)(=O)c2ccc([N+](=O)[O-])cc2)n1` gave L3MBTL1 block 25% and GAA glycogen -14%[76.3 µM].
`CN(C)C(=O)[C@H]1C[C@H]1[C@@H](O)[C@H](CO)NC(=O)[C@H](COCc1ccccc1)NC(=O)OC(C)(C)C` gave L3MBTL1 block -25% and GAA glycogen -5%[76.3 µM].
For Cc1cc(C)nc(NS(=O)(=O)c2ccc(NC(=O)c3ccc(S(=O)(=O)N(C)C)cc3)cc2)n1 the results were L3MBTL1 block 5% and GAA glycogen -3%[76.3 µM].
Screening CC(CN)(NS(=O)(=O)c1ccccc1)c1ccccc1 (stereo unspecified) returned L3MBTL1 block -3% and GAA glycogen 7%[76.3 µM].

Compounds above containing a furan ring, fused or not:
For O=C(Nc1nc2ccc(Br)cc2s1)c1ccco1 the results were L3MBTL1 block 0%[2.29 µM] and GAA glycogen -1%[76.3 µM].
For Cc1oc(CSCCSCc2cc(C(=O)O)c(C)o2)cc1C(=O)O the results were L3MBTL1 block 0%[2.29 µM] and GAA glycogen 0%[76.3 µM].

Next compounds:
O=C(COc1ccccc1)N1CCCCCCC1 was read as L3MBTL1 block 0% and GAA glycogen -7%[76.3 µM].
`O=C(NCC1CCCO1)c1ccc(NC(=O)c2cccc([N+](=O)[O-])c2)cc1` (stereo unspecified) gave L3MBTL1 block 6% and GAA glycogen -1%[76.3 µM].
`CCOc1ccc(NC(=O)C(CC(=O)O)Cc2ccc(C)cc2)cc1` (stereo unspecified) gave L3MBTL1 block 10% and GAA glycogen -22%[76.3 µM].
Cc1ccc([C@@H]2[C@@H]3C(=O)N(C)C(=O)[C@@H]3[C@]3(Cc4ccccc4)C(=O)N(Cc4ccccn4)CC(=O)N23)o1 was read as L3MBTL1 block 6% and GAA glycogen 16%[76.3 µM].
For CCN1CCN(C(C)CCc2ccccc2)CC1 (stereo unspecified) the results were L3MBTL1 block 2% and GAA glycogen -10%[0.611 µM].
`CNS(=O)(=O)c1cc(-c2nnc(Nc3ccc(CC(N)=O)cc3)c3ccccc23)ccc1C` gave L3MBTL1 block -4% and GAA glycogen 11%[76.3 µM].
COc1ccc(C)cc1S(=O)(=O)N(C)CC(=O)N1CCCC1 was read as L3MBTL1 block -1%[2.29 µM] and GAA glycogen -2%[76.3 µM].
For CCNS(=O)(=O)c1cc(-c2nnc(OC)c3ccccc23)ccc1C the results were L3MBTL1 block 2% and GAA glycogen 3%[76.3 µM].
`CCOC(=O)CCC(=O)Nc1ccc(S(=O)(=O)N2CCc3ccccc32)cc1` gave L3MBTL1 block 6% and GAA glycogen -2%[76.3 µM].
Screening CCCCOc1ccc(C2(C)NC(=O)N(C)C2=O)cc1 (stereo unspecified) returned L3MBTL1 block -6% and GAA glycogen -3%[76.3 µM].
Screening CCOc1ccccc1C(=O)NC1CCN(Cc2ccccc2)CC1 returned L3MBTL1 block 0% and GAA glycogen -10%[76.3 µM].
`C=CCOc1ccc(Br)cc1/C=C1\NC(=S)N(C(C)=O)C1=O` gave L3MBTL1 block 0% and GAA glycogen 15%[76.3 µM].
For O=[N+]([O-])c1ccc(/C=N/N2CCN(Cc3ccccc3)CC2)cc1 the results were L3MBTL1 block inconclusive and GAA glycogen 18%[76.3 µM].
CC(C)NC(=O)c1ccc(N(Cc2ccc(Cl)cc2)S(C)(=O)=O)cc1 was read as L3MBTL1 block -1% and GAA glycogen -3%[76.3 µM].
Screening CCN(CC)CCSc1nc2ccccc2n1Cc1ccccc1 returned L3MBTL1 block -15% and GAA glycogen -7%[76.3 µM].
For C[C@H]1CN(C2CCCCC2)C(=O)[C@@H]1CC(=O)NCc1ccccc1 the results were L3MBTL1 block 10% and GAA glycogen 18%[76.3 µM].
`Cc1cc(=O)n2nc(N3CCCC3C(=O)Nc3ccccc3C)sc2n1` (stereo unspecified) gave L3MBTL1 block -2% and GAA glycogen -8%[76.3 µM].
`COc1ccc2c(C)c(CCC(=O)NCCCN3CCCC3=O)c(=O)oc2c1C` gave L3MBTL1 block 2% and GAA glycogen -10%[76.3 µM].

These rows are one share of the data; the hit share may differ from the screen's.
